# Exocytosis inh – blocks lytic granule exocytosis. AID 651702. TALL-104 LAMP-1 surface exposure, flow cytometry; cells stimulated with thapsigargin and PMA. inhibition, % at 10 µM. actives 0.66% (n = 360,000);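 active = inhibition above about 55%, limit read from the data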
# CaV13 ICDI inh – Disruptors of the CACNA1D IQ motif to Ca2+-dependent inactivation inhibitor domain association, primary screening, Förster resonance energy transfer in intact living …; HEK cells, CFP/YFP FRET ICDI-IQ, plate reader, 10 min; percent FRET-ratio fall versus neutral wells; AID 743397; actives 0.098% (n = 340,000); inhibition, % at 12.3 µM;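 active = mean replicate inhibition of at least 30% and at least 1% of replicates passing that level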;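 also: 0% = median of the neutral control wells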
# hiPSC survival – increases survival of single human iPS cells. actives 0.044% (n = 360,000). AID 602274. hiPSC single-cell survival, ATPlite luminescence; 100% = ROCK inhibitor wells, 0% = DMSO. survival enhancement, % at 20 µM; in the data active = survival enhancement above about 18%;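 also: cells exposed to compounds for 16 hours before the ATP read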
# Vif inh – inhibitors of HIV Vif | inhibition, % at 7.49 µM | AID 602346 | HEK293T cells, Vif self-association by quenched fluorescence, imaging, 24 h | actives 0.35% (n = 340,000); in the data active = inhibition above about 50%, passing the limit was not always enough; also: some results filed as inactive read as strong as hits
# N-glyco inh – N-linked glycosylation inhibition; D54 ERlucT glycosylation luciferase reporter, 24 h; percent of 100 nM tunicamycin response; reporter increase, % at 12.5 µM; actives 0.23% (n = 360,000);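 active = mean luciferase reporter signal, scaled so untreated is 0 and the glycosylation-blocking control 100, at or above a set limit in every replicate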;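 also: luciferase carries N-glycosylation sites so blocking glycosylation raises the light; 0% = median of neutral control wells and 100% = median of 100 nM tunicamycin wells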
# H9c2 protect – protects H9c2 cardiomyocytes from peroxide injury; H2O2 injury protection, ATPLite, 2 h; protection from H2O2 cell death, % at 20 µM; actives 0.63% (n = 360,000); AID 588492;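 active = compounds giving at least 50% protection of heart cells from peroxide-induced death in the single-dose screen, raw or plate-pattern-corrected value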;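 also: 0% = DMSO wells with peroxide and 100% = DMSO wells without peroxide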
# ABCB6 inh 2 – blocks the human ABCB6 transporter; Q9NP58; K562-ABCB6 porphyrin accumulation, flow cytometry, 1 h; stronger effect = lower value; fluorescence ratio to DMSO, % at 10 µM; actives 0.19% (n = 360,000);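 active = fluorescence ratio to DMSO below 75%, the collection mean minus 3 SD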;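 also: signal is porphyrin accumulated inside mitochondria; 100% equals median channel fluorescence of DMSO control wells; lower ratio means ABCB6 inhibition with less porphyrin fluorescence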
# Target sequence (Q9NP58 whole entry, looked up): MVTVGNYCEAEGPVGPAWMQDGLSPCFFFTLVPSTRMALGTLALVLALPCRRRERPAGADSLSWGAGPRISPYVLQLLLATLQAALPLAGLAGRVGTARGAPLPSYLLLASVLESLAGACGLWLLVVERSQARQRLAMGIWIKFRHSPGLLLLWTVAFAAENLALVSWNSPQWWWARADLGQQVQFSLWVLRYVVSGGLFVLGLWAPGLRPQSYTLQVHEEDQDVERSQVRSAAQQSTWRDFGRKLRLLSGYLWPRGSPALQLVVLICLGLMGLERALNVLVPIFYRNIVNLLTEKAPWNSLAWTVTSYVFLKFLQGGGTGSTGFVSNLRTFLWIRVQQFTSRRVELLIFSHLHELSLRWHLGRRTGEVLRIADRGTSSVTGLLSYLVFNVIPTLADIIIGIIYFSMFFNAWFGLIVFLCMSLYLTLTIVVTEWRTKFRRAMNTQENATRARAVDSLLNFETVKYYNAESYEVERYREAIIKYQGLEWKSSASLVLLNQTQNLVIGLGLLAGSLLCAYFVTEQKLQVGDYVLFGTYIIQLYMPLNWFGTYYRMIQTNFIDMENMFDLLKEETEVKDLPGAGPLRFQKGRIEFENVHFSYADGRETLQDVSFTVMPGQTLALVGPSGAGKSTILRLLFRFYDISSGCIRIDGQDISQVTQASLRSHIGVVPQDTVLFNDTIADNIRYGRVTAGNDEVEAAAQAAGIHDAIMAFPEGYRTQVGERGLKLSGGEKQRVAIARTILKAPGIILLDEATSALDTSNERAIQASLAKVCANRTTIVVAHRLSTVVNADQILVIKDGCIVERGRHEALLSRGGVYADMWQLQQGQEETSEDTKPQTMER
# PDI inh – inhibitors of human protein disulfide isomerase. PDI insulin aggregation turbidity, A650, 90 min. inhibition, % at 10 µM. actives 0.052% (n = 350,000);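 active = mean inhibition across replicates of 30% or more, whatever share of single replicates reach that level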;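 also: absorbance from insulin aggregation driven by PDI reduction with DTT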
# HTR2A ag – activates the mouse 5-HT2A serotonin receptor; activation, % at 7.6 µM; CHO-K1 mHTR2A beta-arrestin complementation, luminescence; percent of 30 µM serotonin response; P35363; actives 0.66% (n = 360,000); AID 624169;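 active = activation above a run cutoff, the mean activation of all tested compounds plus 3 SD, cut at about 14% in these data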;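 also: 0% = plate median of compound wells and 100% = 30 µM serotonin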
# aDG glyco up – alpha-DG glycosylation activation; Pro5-aDG cells, alpha-DG glycosylation AlphaScreen (IIH6); 0% Pro5, 100% B10-LARGE cell signal; activation, % at 10 µM; actives 0.22% (n = 360,000); AID 624168;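 active = activation of at least 8% versus controls, or a plate z-score of at least 8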;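 also: Pro5 are CHO cells carrying HIG-tagged alpha-DG that lacks glycosylation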
# An asterisk follows results filed as active; i = inactive; · = not tested or not shown.
SMILES,Exocytosis inh,CaV13 ICDI inh,hiPSC survival,Vif inh,N-glyco inh,H9c2 protect,ABCB6 inh 2,PDI inh,HTR2A ag,aDG glyco up
CC(C)(C)OC(=O)C[C@H]1C/C=C\C[C@@H](CC(=O)N(CCO)Cc2ccccc2)C(=O)NC[C@@H](c2ccccc2)OC1=O,-2,-4,-1.0,-3,5,6,95,1,6,0.7
CCN(C(=O)COC(=O)c1cc(OC)ccc1Br)C1CCS(=O)(=O)C1 (stereo not given),-2,-9,4.7,3,0,0,100,9,2,0.5
CCn1c(SCC(=O)NNC(=O)Cc2ccccc2)nnc1-c1ccccc1,-6,-7,0.3,·,1,3,101,-6,0,0.1
O=C(O)c1ccc(CN2C(=O)c3cccc4c([N+](=O)[O-])ccc(c34)C2=O)cc1,2,·,-0.3,26,31*,-1,134,5,-3,-0.1
COC(=O)[C@@]1(Sc2ccccc2)CC(=O)N[C@@H]1c1ccccc1,8,-7,0.7,·,·,·,99,·,-1,0.0
Cc1ccc(NC(=O)CCCc2nc3ccccc3s2)c(O)c1,10,-3,0.6,-4,0,-3,100,-2,-2,-0.5
Cc1ccccc1NC(=O)/C=C/c1cccs1,-6,1,-0.4,4,-4,-9,99,-1,-4,0.0
COc1ccc2nc3oc(C(=O)Nc4ccc(OC)c(OC)c4)cc3cc2c1,-2,·,-2.5,i,1,-2,96,0,-2,-0.2
COc1ccc(N2CCN(C(=O)CSc3nnnn3C3CC3)CC2)cc1,0,-6,-0.2,-4,-1,7,96,-4,0,0.0
COc1ccc(C(=O)/C=C/c2ccc(OC)c(O)c2)c(F)c1,6,-9,-3.3,-3,55*,24,103,-4,-3,0.2
Cc1ccccc1NC(=O)NCCCN1CCCC1=O,1,-2,0.8,4,3,6,97,14,-1,-0.2
O=C(NC1CCCC1)N[C@@H]1C=C[C@@H](CC(=O)N2CCOCC2)O[C@@H]1CO,-3,-4,·,·,·,·,·,·,2,-0.1
CC(C)OC(=O)Cn1nnc(-c2ccccc2)n1,4,-2,0.5,2,3,3,91,4,2,-0.3
N#CCCCn1c(=O)oc2ccccc21,6,-12,2.3,-1,2,1,105,-4,0,-0.2
CCN=C1S/C(=C\c2ccc(Sc3ccc(Cl)cc3)o2)C(=O)N1CC,1,·,5.8,30,0,-14,99,2,4,0.0
C/C(=N/OC(=O)c1cccc(Cl)c1)c1nccs1,-2,-6,1.7,-4,3,0,102,14,1,0.0
COc1ccc(OC)c(NC(=O)CSc2nnnn2-c2ccccc2F)c1,-8,·,-2.3,22,-1,-8,95,4,-1,0.6
COc1cccc(N(C(=O)CNC(=O)c2ccco2)C(C(=O)NC2CCCC2)c2cccnc2)c1 (stereo not given),7,-4,0.1,10,-1,-2,103,-1,5,0.1
O=C1CN(c2nnnn2-c2ccccc2)CCN1,-2,·,0.6,4,0,8,104,3,0,-0.1
CC(NC(=O)CN1C(=O)NC(C)(C2CC2)C1=O)c1ccc(F)cc1 (stereo not given),-4,-6,-0.4,-6,1,4,93,4,2,0.1
C=CCNC(=O)c1onc(CSc2ccccn2)c1C(=O)NCC=C,7,-9,-0.1,·,2,-4,97,0,13,0.1
O=C1OC(=O)c2cc([N+](=O)[O-])ccc21,-2,·,0.7,3,0,4,102,·,-1,0.3
N=c1c2c(ncn1CCCO)Oc1cc(O)ccc1C2c1ccccc1 (stereo not given),20,3,-0.3,5,1,1,98,20,-6,-0.2
Cc1cc(C)nc(N2CCC(C(=O)NCc3cccs3)CC2)n1,2,-8,5.6,1,-1,-1,100,2,0,0.1
O=S(=O)(Nc1nc2ccccc2nc1Nc1ccc2c(c1)OCCO2)c1cccs1,0,-7,3.2,-7,1,-8,146,4,8,-0.1

# Sorted by the number under ABCB6 inh 2 (highest first): some entries from above
SMILES	ABCB6 inh 2
COc1cccc(N(C(=O)CNC(=O)c2ccco2)C(C(=O)NC2CCCC2)c2cccnc2)c1 (stereo not given)	103
CCn1c(SCC(=O)NNC(=O)Cc2ccccc2)nnc1-c1ccccc1	101
Cc1ccccc1NC(=O)NCCCN1CCCC1=O	97

# (next part)
SMILES,Exocytosis inh,CaV13 ICDI inh,hiPSC survival,Vif inh,N-glyco inh,H9c2 protect,ABCB6 inh 2,PDI inh,HTR2A ag,aDG glyco up
Cc1c(C(=O)OC(C)C)sc(N)c1C(=O)OC(C)C,2,-6,-1.3,1,0,-15,102,8,1,0.4
CC(=O)Nc1nc(C)c(Oc2ccc(Cl)cc2)c(=O)[nH]1,9,-21,0.6,4,-1,4,104,-3,2,0.1
COc1ccc(N2CC(C(=O)Nc3nnc(SCc4ccccn4)s3)CC2=O)cc1 (stereo not given),3,-3,3.9,4,0,3,100,-5,-2,-0.1
COC(=O)c1c(NC(=O)C(=O)N2CCOCC2)sc2c1CCCC2,2,-2,-0.5,-2,-1,4,98,-1,0,-0.3
COc1ccccc1NC(=O)c1sc2ncn(Cc3ccccc3C)c(=O)c2c1C,-1,-9,-0.6,1,-6,-3,98,3,-3,-0.2
O=C(/C=C/c1cccc(Cl)c1)NCCc1ccccc1,1,-18,0.0,-4,-3,-5,100,0,-4,-0.1
O=C(O)Cc1ccc(O)c(F)c1,-2,-4,3.1,-7,1,2,101,7,-1,-0.1
O=C(CSCc1ccccc1)NCCCN1CCOCC1,-3,-2,0.6,-3,-1,2,92,-11,3,0.1
Cc1ccc(S(=O)(=O)N2CCN(CC(=O)N/N=C/c3ccco3)CC2)cc1,0,-5,4.5,3,0,2,97,0,3,-0.2
CC12CCCC(=O)C1CCC(=Cc1ccco1)C2=O (stereo not given),8,-6,-3.0,6,-1,5,98,8,-3,0.6
O=C(Nc1ccc(S(=O)(=O)N2CCCC2)cc1)c1ccc(CN2CCOCC2)cc1,0,-4,-1.5,-15,-2,10,89,1,-5,-0.2
Cc1noc(NS(=O)(=O)c2ccc(N/C=C/C(=O)c3ccccc3)cc2)c1C,-2,-8,-3.2,35,2,-1,99,-9,-4,0.1
CCOC(=O)C1=C(C)N(CC)C(=S)NC1c1ccc(Cl)cc1 (stereo not given),1,-3,-1.5,-2,0,-2,97,-5,-4,0.4
NC(=O)N=Nc1c(O)n(Cc2ccccc2)c2ccc(Br)cc12,-6,-5,2.9,0,-3,0,103,0,-2,-0.1
CCC(C)[C@H](NC(=O)NCc1cccs1)C(=O)OC (stereo not given in full),5,-8,-1.5,11,1,1,93,0,4,-0.3
COc1ccc(C(=O)COC(=O)CN2C(=O)C3C4CCC(C4)C3C2=O)cc1 (stereo not given),-5,-7,-0.7,4,1,-1,97,-13,1,-0.1
O=C(O)CCC(=O)N1c2ccccc2NC2=C(C(=O)CC(c3ccc(F)cc3)C2)C1c1ccc([N+](=O)[O-])o1 (stereo not given),0,-3,-0.2,-11,1,-11,102,4,-2,-0.1
Cc1ncoc1C(=O)NC1CC(C)(C)Cc2c1cnn2-c1ccc(F)cc1 (stereo not given),-2,-8,0.1,-4,0,-3,100,0,-10,0.6
Cn1nnc2ccccc2c1=O,-2,-6,-3.3,1,2,6,100,-10,5,-0.7
COc1cc(/C=N/n2cnnc2)ccc1OCc1ccccc1,1,-4,-0.8,3,2,0,99,4,-1,-0.1
CCN(CC)CCNC(=O)CCCNC(=O)Cn1cnc2sc(C)c(C)c2c1=O,-1,-5,0.2,9,1,-5,93,-3,10,0.2
COc1ccc(C(=O)CC(=O)C(=O)Nc2cccc([N+](=O)[O-])c2C)cc1,-1,-21,-0.2,0,1,3,116,-42,-3,-0.2
O=C(NCCNC(=O)c1ccccc1)c1ccccc1,-4,0,-0.5,-6,0,-1,95,-4,-3,-0.2
C=CCOc1ccc(CNc2nn[nH]n2)cc1,8,-5,-1.6,8,1,2,102,0,2,-0.4
CCOc1ccc(NS(=O)(=O)c2ccc3c(c2)oc(=O)n3C)cc1,0,-6,5.4,6,-2,-10,103,6,-1,2.5

# Taken from above.
# Cc1ncoc1C(=O)NC1CC(C)(C)Cc2c1cnn2-c1ccc(F)cc1 (stereo not given) @ ABCB6 inh 2: 100
# CCOC(=O)C1=C(C)N(CC)C(=S)NC1c1ccc(Cl)cc1 (stereo not given) @ PDI inh: -5
# O=C(NCCNC(=O)c1ccccc1)c1ccccc1 @ aDG glyco up: -0.2
# O=C(/C=C/c1cccc(Cl)c1)NCCc1ccccc1 @ CaV13 ICDI inh: -18

# (further entries)
SMILES,Exocytosis inh,CaV13 ICDI inh,hiPSC survival,Vif inh,N-glyco inh,H9c2 protect,ABCB6 inh 2,PDI inh,HTR2A ag,aDG glyco up
Cc1cccn2cc(CNC(=O)CC3CCCC3)nc12,-5,·,-2.3,-1,0,-1,102,-10,0,-0.2
O=C(CN(Cc1ccccc1Cl)C(=O)Cn1nnc(-c2cccs2)n1)NCC1CCCO1 (stereo not given),-2,-8,0.7,-3,1,11,97,-2,3,-0.3
Cc1cc(C)cc(-n2ncc3c2CCCC3NC(=O)C2CCC2)c1 (stereo not given),6,-7,0.9,-4,-2,-4,93,11,1,0.4
Clc1cc(Cl)c2nc(N3CCOCC3)sc2c1,2,2,0.9,-3,-2,-6,97,-9,0,-0.1
CN1CCN(C(=O)c2ccc(-c3nn(C)c(=O)c4ccccc34)cc2)CC1,-4,-7,4.5,·,4,4,97,2,0,0.3
Cc1ccc(Oc2ccc(C(=O)NC3CCSC3=O)cn2)cc1 (stereo not given),1,0,0.7,10,0,1,99,17,2,0.3
CN(C)C(=O)c1ccc2c(c1)C1C3CCC(C3)C1C(c1ccccc1)N2 (stereo not given),6,-5,1.8,4,-7,16,102,1,-1,0.0
Cc1ccc2cc(C)c(SCC(=O)Nc3cc(C)on3)nc2c1,2,-3,-0.2,-2,-1,-1,101,-5,-5,0.0
CCc1cc(C(=O)O)c(NC(=O)/C=C/c2ccc(OC)c(OC)c2)s1,0,-5,1.3,-5,0,5,98,-4,0,-0.5
C[C@@H]1CN([C@@H](C)CO)C(=O)CCCn2cc(nn2)CO[C@H]1CN(C)S(=O)(=O)c1ccc2c(c1)OCCCO2,6,-9,-1.5,-11,5,10,97,8,9,-0.1
COCC(=O)N1C[C@H]2CON(C)[C@H]2C[C@H]1c1cccc(-c2ccc(C#N)cc2)c1,0,-6,-0.6,-3,1,8,97,-2,4,0.1
CN(C(=O)c1ccc2c(c1)OCO2)C1(C(=O)NC2CCCC2)CCCCC1,-1,-4,0.0,-1,-1,10,96,8,1,-0.3
Cc1cc(=O)[nH]c(SC/C=C/c2ccccc2)n1,-3,-9,-0.5,0,4,8,99,-1,-2,-0.2
CCOc1ncccc1C(=O)NCCc1ccc(OC)cc1,0,-4,0.5,-5,15,6,102,-7,-2,0.0
CCOc1ccccc1N1CCN(CC(O)COC2CCCc3ccccc32)CC1 (stereo not given),41,-5,0.1,-3,-1,-2,100,-24,-13,0.3
CSc1cccc(NS(=O)(=O)c2ccccc2)c1,0,-5,0.0,11,-2,8,102,6,-4,-0.1
CCOC(=O)C1CCN(Cc2ccc(OC)c(OCc3ccccc3)c2)CC1,-1,-3,-0.4,-4,-1,-7,103,-2,-3,0.2
CC(OC(=O)c1ccc(Br)o1)C(=O)NCC1CCCCC1 (stereo not given),1,-2,0.6,0,0,-5,86,12,3,-0.1
COc1ccc(F)cc1C(=O)C1CCCN(C(=O)c2ccc(C(C)=O)s2)C1 (stereo not given),-1,-3,-0.6,-7,1,-1,94,-13,2,0.1
CC1CCN(Cc2c(C(=O)N/N=C/c3cccc(C(F)(F)F)c3)nnn2-c2nonc2N)CC1,12,-5,1.5,-4,-2,9,98,-1,-4,0.0
